# human PMI inhibition: inhibitors of human PMI, primary screen, biochemical, fluorescence intensity, coupled assay (AID 1209) | purified PMI enzyme, coupled fluorescence intensity; higher % means a stronger effect | one-dose inhibition, % at 20 µM; IC50 in µM for titrated hits | 190,000 compounds, 0.42% hits;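 also: plate controls were DMSO vehicle for no effect and wells lacking substrate for full effect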
# K1F lysis inhibition: inhibition of K1F phage lysis, E. coli UTI89, bacterial capsule biogenesis inhibitors, alamar blue (AID 488966). E. coli UTI89 K1F phage lysis, alamar blue, 2 h; higher % means a stronger effect. one-dose inhibition, % at 100 µM; IC50 in µM for titrated hits. 340,000 compounds, 0.02% hits;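 active = phage lysis inhibition, versus mean bacterial control, above a set limit; inconclusive = no clear call, values can overlap the other calls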;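 also: capsule biogenesis inhibitors block K1F phage lysis so surviving cells raise fluorescence; higher fluorescence means more inhibition of phage lysis; actives were called in the ten point dose series up to 300 µM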
# TNAP activators: human TNAP enzyme activators, primary screen, biochemical, luminescent, no phosphate acceptor, uHTS (AID 1001). 200,000 compounds, 0.03% hits. purified TNAP, luminescent activation assay, no phosphate acceptor; higher activation fold means a stronger effect. activation fold at 20 µM; hits with a dose series show EC50 in µM; in the data active = activation fold from about 3, or a potency from the dose series; inactive = the rest, 99 in 100 with activation fold below about 1.6; also: many of its hits are not listed in these tables
# West Nile virus CPE: inhibition of WNV-induced cytopathic effect – cell-based, CPE readout (AID 1621) | West Nile virus-infected cells, CPE inhibition; higher % means a stronger effect | one-dose CPE inhibition, % at 10 µM; IC50 in µM for titrated hits | 290,000 compounds, 0.02% hits; in the data active = a potency from the dose series; inconclusive = CPE inhibition mostly from about 3.7% at the one dose, without a potency; inactive = the rest, 99 in 100 with CPE inhibition below about 2.2%; also: strong numbers were not always called active
# RSV CPE inhibition: inhibition of RSV-induced cytopathic effect – HEp-2 cells, primary 10 µM value included (AID 2391); HEp-2 cells, RSV-induced CPE inhibition; higher % means a stronger effect; CPE inhibition, % at 10 µM; hits with a dose series show IC50 in µM; 310,000 compounds, 0.13% hits; in the data active = a potency from the dose series; inconclusive = CPE inhibition mostly from about 23% at the one dose, without a potency; inactive = the rest, 99 in 100 with CPE inhibition below about 21%; also: strong numbers were not always called active
# T cell HTS: T cell immune modulators affecting CD8 T cell-vesicle binding; 2C CD8+ T cell-vesicle binding, flow cytometry; active compounds read low; calls only at 7 µM; 330,000 compounds, 0.068% hits; AID 2052;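 active = response, share of CD8 T cells binding vesicles, and their 90th percentile fluorescence all below set limits, cut at about 80% in these data, passing the limit was not always enough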
#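 Read-out – percent CD8+ FL2 mean versus row control · System – murine 2C transgenic CD8+ T lymphocytes · Times – 1.5 h cell–vesicle binding at 37 °C, then 20 min icy labelling · Control set – naked vesicles low, QL9 vesicles with vehicle high · Detection – cytometric PE anti-B7-1 and Alexa647 anti-CD8 signals after 1% paraformaldehyde fixation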
# human PMI inhibitors: MPI inhibition at elevated mannose 6-phosphate – biochemical, fluorescence intensity, high mannose 6-phosphate, primary screen (AID 1220). recombinant PMI enzyme, coupled fluorescence intensity; higher % means a stronger effect. inhibition, % at 20 µM; hits with a dose series show IC50 in µM. 190,000 compounds, 0.66% hits
# M17LAP inhibition: P. falciparum M17LAP inhibitors, primary screen, biochemical, fluorogenic H-Leu-NHMec substrate, 1536-well (AID 1619). inhibition, % at 30 µM, or IC50 in µM where a hit was titrated. recombinant M17LAP, H-Leu-NHMec fluorogenic kinetic assay; higher % means a stronger effect. 220,000 compounds, 0.38% hits;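 active = compound inhibiting the enzyme by more than half at any dose during confirmatory dose-response retesting; inconclusive = strong single-dose inhibitors picked by rank but not retested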;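 also: plate controls were full reaction with DMSO carrier for no effect and no enzyme background for full effect; strong numbers were not always called active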
# P. falciparum M1AAP: malaria alanyl aminopeptidase activity blockers – biochemical, fluorogenic H-Leu-NHMec substrate, 1536-well (AID 1445); 220,000 compounds, 0.42% hits; recombinant M1AAP, H-Leu-NHMec fluorogenic kinetic assay; higher % means a stronger effect; one-dose inhibition, % at 30 µM; IC50 in µM for titrated hits;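 active = primary inhibition above the hit cutoff, then over 50% inhibition at one or more dose response concentrations, cut at about 23% in these data, passing the limit was not always enough; inconclusive = conflicting primary data, or primary hits not chosen for dose response; inactive = low primary inhibition, or under 50% at every dose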;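 also: plate controls were DMSO full reaction for no effect and no enzyme background for full effect; strong numbers were not always called active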
# T cell HTS vesicle-bound %: also measured in T cell HTS; calls as there; double positive events, %; measured here: CD8+ vesicle-bound cell fraction;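 binding gate set so that unloaded-vesicle control wells show 10% double positive cells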
# The depositor's hits bear a star; i = inactive; ? = inconclusive; nt = not tested or not shown; & = joins results of further samples; [ ] = another dose, or the depositor's remark. Rule as the data show it, unless noted: active = inhibition above about 50%; inactive = the rest.
SMILES,human PMI inhibition,K1F lysis inhibition,TNAP activators,West Nile virus CPE,RSV CPE inhibition,T cell HTS,T cell HTS vesicle-bound %,human PMI inhibitors,M17LAP inhibition,P. falciparum M1AAP
O=C(CSc1nc2[nH]ncc2c(=O)n1-c1ccccc1)NCCc1ccccc1,-9.8%,0.1%,1,-0.1%,-0.5%,i,10.9,-0.9%,5.5%,2.8%
Cc1cc(C)n(CC(=O)N/N=C/c2cccs2)n1,-2.0%,1.9%[50 µM],1.1,0.0%,0.1%,i,48.4,2.6%,16.9%,7.0%
CCOC(=O)C1(CCOc2ccccc2)CCN(Cc2ccc(OCCO)cc2)CC1,nt,0.0%,nt,-1.1%,-0.1%,i,31.2,nt,nt,nt
CCC(CC)NC(=O)Cn1c(C(C)NC(C)=O)nc2ccccc21 (stereo not drawn),nt,1.4%,nt,0.4%,0.6%,i,49.7,nt,13.4%,1.4%
O=C(NC1CCCC1)c1ccc(CNc2c(N3CCOCC3)c(=O)c2=O)cc1,-7.2%,-0.4%,1.2,0.2%,0.1%,i,28.7,-8.8%,0.4%,-0.8%
COc1ccc(C(=O)O)cc1S(=O)(=O)Nc1cccc(C(F)(F)F)c1,-4.4%,0.2%,1.1,0.3%,0.0%,i,29.5,0.4%,2.4%,1.8%
O=c1c2ccsc2ncn1Cc1cccc(C(F)(F)F)c1,7.3%,1.7%,1.1,0.6%,3.9%,i,20.2,7.6%,-8.2%,-3.5%
COC(=O)c1sc2nc3c(c(-c4cccs4)c2c1N)CCCC3,1.3%,-1.6%,1.2,-0.7%,2.6%,i,43.6,-1.2%,2.7%,-2.3%
Nc1ccn([C@H]2CC[C@@H](CO)O2)c(=O)n1,4.8%&-9.6%,6.9%,1.1&1.1,0.0%&0.5%,0.3%,i,62.3,-8.6%&-6.3%,-5.2%&-5.0%,1.7%&1.5%
COC(=O)CCn1nc(-c2ccc(C)cc2)c2ccccc2c1=O,1.3%,0.0%,1.1,-0.7%,4.7%,i,44.7,-8.0%,2.8%,4.3%
COc1ccc(C2Nc3ccccc3C(=O)N2Cc2ccco2)cc1COc1ccc(NC(C)=O)cc1 (stereo not drawn),29.4%,-1.6%,1.2,-0.1%,1.7%,i,65.2,23.0%,12.5%,16.9%
CCOc1ccc(NC(=O)c2ccc(CNc3c(N4CCCC4)c(=O)c3=O)cc2)cc1,nt,0.5%,nt,0.5%,0.7%,i,39.4,nt,-3.9%,-2.4%

# 3 compounds already listed, arranged by the value under T cell HTS vesicle-bound %, lowest first:
SMILES | human PMI inhibition | TNAP activators | West Nile virus CPE | RSV CPE inhibition | T cell HTS | T cell HTS vesicle-bound % | human PMI inhibitors | M17LAP inhibition | P. falciparum M1AAP
CCOC(=O)C1(CCOc2ccccc2)CCN(Cc2ccc(OCCO)cc2)CC1 | nt | nt | -1.1% | -0.1% | i | 31.2 | nt | nt | nt
COC(=O)CCn1nc(-c2ccc(C)cc2)c2ccccc2c1=O | 1.3% | 1.1 | -0.7% | 4.7% | i | 44.7 | -8.0% | 2.8% | 4.3%
COc1ccc(C2Nc3ccccc3C(=O)N2Cc2ccco2)cc1COc1ccc(NC(C)=O)cc1 (stereo not drawn) | 29.4% | 1.2 | -0.1% | 1.7% | i | 65.2 | 23.0% | 12.5% | 16.9%

# The results go on.
SMILES,human PMI inhibition,K1F lysis inhibition,TNAP activators,West Nile virus CPE,RSV CPE inhibition,T cell HTS,T cell HTS vesicle-bound %,human PMI inhibitors,M17LAP inhibition,P. falciparum M1AAP
O=C(CN(C(=O)C1CSC(=O)C1)c1cccc(F)c1)NC1CCCC1 (stereo not drawn),-3.2%,0.2%,1.1,-0.5%,2.3%,i,38.2,-1.1%,1.5%,-3.2%
CCCn1nc2cc(C(=O)NC3CCc4ccccc43)ccc2c1OCC (stereo not drawn),5.9%,0.2%,1.1,-0.6%,1.4%,nt,nt,-1.9%,-2.9%,5.0%
CC1CC(C)CN(C(=O)CCNC(=O)c2ccccc2Cl)C1 (stereo not drawn),nt,0.0%,nt,-0.3%,3.4%,i,7.9,nt,nt,nt
O=C(O)CCSc1nnc(-c2ccncc2)n1-c1ccccc1,-19.2%,0.7%,1,0.3%,0.2%,i,50.5,-15.8%,7.5%,-1.2%
Cc1ccc2c(ccn3cc4c(c(=O)n(C)c(=O)n4C)c23)c1,nt,2.7%,1.1,1.3%,0.1%,i,35.2,nt,3.5%,-2.9%
O=C(Nc1ccccc1-c1ccccc1)NC1CC2CCCC(C1)N2Cc1ccc(F)cc1 (stereo not drawn),9.9%,-2.8%,2.7,-1.4%,-2.1%,i,29.2,10.3%,-4.0%,0.8%
CSc1nsc(/C=C/Nc2ccc(F)cc2F)c1C#N,-11.8%,0.5%,1.1,-0.2%,2.8%,i,41.5,21.4%,5.6%,5.9%
CN(C)C(CNC(=O)c1cc(S(=O)(=O)N(C)c2ccccc2)ccc1Cl)c1cccs1 (stereo not drawn),-3.4%,0.2%,1.1,-1.8%,1.2%,i,25.3,-5.3%,3.5%,5.0%
Cc1ccc(NC(=S)N2CCN(c3nccc(C(F)(F)F)n3)CC2)c(C)c1,nt,0.6%,nt,-0.6%,1.1%,i,60.1,nt,6.6%,1.7%
NC1=NC[C@H](c2ccccc2)N1CCCCC1CCCCC1,nt,5.7%,nt,1.2%,-4.5%,i,57.7,nt,-6.7%,-0.2%
Cc1ccc(C(=O)NCC(=O)OCc2csc(-c3ccccc3)n2)cc1,10.0%,3.7%,1.2,0.5%,0.9%,i,40.3,-6.0%,-0.4%,-7.4%
Cn1nccc1C(=O)N1CCN(C23CC4CC(CC(C4)C2)C3)CC1,nt,0.1%,nt,-0.4%,0.2%,i,41.2,nt,nt,nt
CCOC(=O)C(N)CSC1CC(=O)N(c2ccc(C(=O)OC)cc2)C1=O (stereo not drawn),-1.4%,0.0%,1.1,0.6%,1.5%,i,24.8,-7.2%,14.3%,-1.9%
CCC(C)NC(=O)NC(=O)N(C1CCCCC1)S(C)(=O)=O (stereo not drawn),8.5%,0.1%,1.1,-0.5%,1.2%,i,14.3,8.6%,-0.9%,3.9%
Cc1ccnc(NS(=O)(=O)c2ccc(NC(=O)CCOc3ccccc3)cc2)n1,nt,1.5%[50 µM],nt,-0.1%,0.9%,i,63.1,nt,nt,nt
CC1(C)C(C#N)=C(N)OC2=C1C(=O)CCC2,6.6%,-1.5%,1.1,-0.3%,-0.7%,i,9.8,8.1%,3.4%,11.4%
Cc1nnc2ccc(-c3cccc(NC(=O)c4ccc(Cl)nc4)c3)nn12,-8.0%,0.2%,1.1,-0.5%,3.8%,i,47.4,-2.8%,13.4%,0.6%
COCCCn1c(C)nnc1SCC(=O)NNC(=O)COc1ccc(Cl)cc1,nt,-0.3%,nt,-0.1%,0.2%,i,24.9,nt,nt,nt
O=C(CCS(=O)(=O)c1ccccc1)Nc1nc(-c2ccccn2)cs1,nt,0.2%,nt,?,-1.5%,i,20.7,nt,nt,nt
N#Cc1cccc(NC(=O)Cn2cnc(S(=O)(=O)N3CCCCC3)c2)c1,nt,0.1%,nt,0.0%,5.0%,i,9.7,nt,nt,nt
O=C(COc1ccccc1Cl)NNC(=O)C1CCCO1 (stereo not drawn),8.5%,0.1%,1.1,0.4%,1.9%,i,50.0,12.5%,-9.0%,-2.7%
O=P(c1ccccc1)(c1ccccc1)c1ccc(O)cc1,nt,0.1%,nt,0.0%,4.4%,i,44.4,nt,nt,nt
Cc1cccc(NC(=O)N2CCCCCC2)c1C,nt,0.2%,nt,-0.2%,1.7%,i,64.6,nt,nt,nt
O=C(Cc1ccccc1)NCCc1ccc(Cl)cc1Cl,-7.3%,2.5%[50 µM],1.1,-1.4%,-0.9%,i,51.3,-5.7%,0.7%,-2.5%
COc1ccc(/C=N/NC(=O)c2cc(-c3ccccc3)nc3ccccc23)cc1O,nt,0.5%,nt,-0.4%,15.1%,i,24.0,nt,nt,nt
Cc1ccccc1N(CC(=O)NCCSc1ccccn1)S(=O)(=O)c1ccccc1,3.9%,-0.4%,1.1,-0.3%,-1.9%,i,45.7,-4.5%,-4.9%,6.4%
Cc1ccc2c(Cl)c(C(=O)Nc3cccnc3)sc2c1,-5.0%,-0.8%,1,-0.1%,?,i,25.7,-1.8%,-5.0%,2.3%
COc1cc(/C=N/N2CCCCC2)cc(OC)c1O,nt,0.3%,nt,-0.2%,2.5%,i,19.4,nt,nt,nt
CCOc1cc(S(=O)(=O)NCCc2ccccc2C)c(OCC)cc1-n1cnnn1,-0.5%,3.0%,1.1,-0.2%,8.4%,i,22.5,0.7%,-2.3%,10.8%
COC(=O)C(C)N(C#N)c1nc(NC(C)C)nc(SC)n1 (stereo not drawn),-9.1%,0.9%,1,-0.2%,3.6%,i,44.6,-9.4%,-0.6%,-2.9%
Cc1n[nH]c(C)c1CCN(C)C(=O)C1CCC(=O)N(CC2CCCCC2)C1 (stereo not drawn),nt,-0.1%,nt,-0.3%,-0.3%,i,37.0,nt,nt,nt
CNc1c(NS(=O)(=O)c2ccc(C(C)(C)C)cc2)c(=O)oc2ccccc12,nt,-0.2%,nt,-0.8%,1.9%,i,21.2,nt,nt,nt
O=c1[nH]c(-[n+]2ccccc2)c(/C=N/N=C(\[O-])c2ccccc2)s1,nt,0.1%,nt,1.0%,1.7%,i,38.0,nt,44.0%,13.9%
Cc1cc(C)cc(OCC(=O)O/N=C(\N)c2ccccc2Cl)c1,nt,1.3%,nt,0.0%,1.0%,i,54.2,nt,0.7%,1.9%
CC(NC(=O)Cn1cc(C(F)(F)F)ccc1=O)c1ccc(F)cc1 (stereo not drawn),13.0%,3.3%,1,0.1%,-0.4%,i,9.2,14.3%,6.7%,8.5%
CN(C)c1ccc(/C=C(/NC(=O)c2ccccc2)C(=O)NCCCn2ccnc2)cc1,nt,0.7%,nt,0.4%,0.1%,i,24.4,nt,nt,nt
COc1ccc(CNCCC(c2ccccc2)C2CCOC(C)(C)C2)cc1 (stereo not drawn),4.2%,0.1%,1,-1.2%,-2.1%,i,43.5,8.2%,2.0%,4.3%
Cc1ccc(C(=O)NCCC(=O)N2CCCC2)cc1,nt,-0.2%,nt,0.0%,2.7%,i,61.9,nt,nt,nt
Cc1ccc2[nH]c3c(=O)n(CC(=O)NCc4ccco4)ncc3c2c1,nt,0.2%,nt,0.0%,1.2%,i,9.1,nt,nt,nt
CCOC(=O)N1CCC(N2CC34C=CC(O3)C(C(=O)Nc3ccc(C(C)C)cc3)C4C2=O)CC1 (stereo not drawn),9.2%,5.6%,1.1,0.1%,4.8%,i,51.3,14.0%,12.5%,4.9%

# Screening data from PubChem.
